IMPase Li inh: cell-permeable IMPase inhibitors with lithium potentiation; CHO-M1 cells, IP1 TR-FRET (IP-One), carbachol + lithium; Potency, µM (series often up to 59.4 µM), for the others: at the top dose activity, negative = IMPase inhibition, actives largely listed as inhibitors; hit rate 0.35% among 210,000;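 also: IP1 builds up when IMPase is blocked and the TR-FRET signal falls; potency is read from the fitted curve at half-maximal effect; plate controls were basal vehicle for no effect and high inhibitor control for full effect; nearly all actives have a fitted effect of over 50% in size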
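Test compounds were applied to CHO-M1 cells previously cultured for 16–30 h at 2000 per well. A small lithium amount accompanied them; after 30 min at 37C, IP1 was quantified by TR-FRET.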
SMN2 splice enh: increases expression of the SMN2 splice variant; HEK293 SMN2-luciferase splicing reporter, luminescence, 30-36 h; Potency, µM (top dose mostly 46.1 µM), for inactives: at the top dose activity change, positive = activation, usual class: activators; hit rate 2.8% among 210,000; AID 1458; also: potency is read from the fitted curve at half-maximal effect; % of control where 0% means no effect; nearly all actives have a fitted effect of over 55% in size
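qHTS luciferase splicing reporter: luminescence rises when SMN2 exon 7 is included in transfected HEK293 cells. Compound exposure lasted 30-36 h at 37C, with 4.5 mM final sodium butyrate as control, followed by a ONE-Glo read.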
HttQ103 aggreg: mutant huntingtin aggregation inhibition; Potency, µM (top dose mostly 46.1 µM), without a hit: at the highest dose activity change, negative = inhibition, actives largely listed as inhibitors; AID 1688; PC12 HttQ103-GFP aggregates, Acumen cytometry, 40 h; hit rate 1.1% among 220,000; also: potency is read from the fitted curve at half-maximal effect; % is scaled to controls: 0 for no effect and ±100 for the full control effect; nearly all actives have a fitted effect of over 60% in size
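Multiplexed with ATP-based cell death, this channel scores GFP aggregates in PC12 cells expressing inducible HTTex1-Q103-GFP. Induction used 100 nM tebufenozide; compounds were tested in concentration series.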
CBFb RUNX1 block: CBF-beta/RUNX1 interaction disruption. Q01196+Q13951. AID 1477. AlphaScreen CBFb-His/RUNX1-biotin binding, biochemical. Potency, µM (highest dose often 59.8 µM), without a hit: top-dose activity, negative = inhibition, actives largely listed as inhibitors. 230,000 tested, under 10 active; also: % of control where 0% means no effect
Target sequence (Q01196 whole entry, looked up): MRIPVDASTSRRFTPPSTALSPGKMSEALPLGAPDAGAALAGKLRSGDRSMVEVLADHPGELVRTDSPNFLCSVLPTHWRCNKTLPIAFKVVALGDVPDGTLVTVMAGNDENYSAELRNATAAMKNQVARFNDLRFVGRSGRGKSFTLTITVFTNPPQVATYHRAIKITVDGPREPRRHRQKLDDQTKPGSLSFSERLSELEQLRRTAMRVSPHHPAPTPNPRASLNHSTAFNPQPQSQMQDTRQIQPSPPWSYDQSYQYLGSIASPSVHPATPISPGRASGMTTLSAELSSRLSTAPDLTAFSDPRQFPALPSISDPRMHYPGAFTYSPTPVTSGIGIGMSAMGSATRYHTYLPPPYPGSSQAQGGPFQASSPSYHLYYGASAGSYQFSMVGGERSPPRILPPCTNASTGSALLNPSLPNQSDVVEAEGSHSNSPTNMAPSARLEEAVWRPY
Target sequence (Q13951 whole entry, looked up): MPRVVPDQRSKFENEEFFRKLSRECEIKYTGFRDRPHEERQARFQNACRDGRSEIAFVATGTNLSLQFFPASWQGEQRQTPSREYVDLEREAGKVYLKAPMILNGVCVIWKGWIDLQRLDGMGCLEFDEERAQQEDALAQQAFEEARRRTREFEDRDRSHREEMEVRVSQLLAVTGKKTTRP
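His-tagged CBF-beta and biotinylated RUNX1 (30 nM each) were premixed 20 min at room temperature, exposed to compound for 15 min, then given nickel-chelate and streptavidin AlphaScreen beads (50 ng each). After 90 min, AlphaScreen signal was read.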
HTT cytoprotect: cytoprotection in Huntington HTT-Q103 PC12 cell model | PC12 HTT-Q103 induced, cytoprotection, ATP luminescence, 40 h | Potency, µM (top dose mostly 56.4 µM), for the others: cytoprotection (ATP increase), usual class: activators | hit rate 0.14% among 230,000;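 also: potency is read from the fitted curve at half-maximal effect; % of control where 0% means no effect; nearly all actives have a fitted effect of over 45% in size; toxic huntingtin expression switched on by the ecdysone agonist tebufenozide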
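Stable PC12 Q103-GFP cells in serum-supplemented, phenol red-free DMEM; induction by tebufenozide at 100 nM final; compound dose series; cell viability quantified luminescently from ATP.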
Lamin A splicing: changes lamin A minigene splicing in HeLa cells. HeLa LMNA splicing GFP/RFP minigene ratio, 48 h. Potency, µM (series often up to 46.1 µM), for inactives: top-dose ratio change, negative = inhibition, actives largely listed as inhibitors. hit rate 0.01% among 200,000; active = well fitted inhibition curve with a large enough effect in the signal ratio, with a control signal flat, not every such curve was filed as active; inconclusive = small, poorly fitted or top-dose-only effect, or effect the other way, or a change in a side signal; the % refers to the signal ratio; also: potency is read from the fitted curve at half-maximal effect; % is scaled to controls: 0 for no effect and ±100 for the full control effect
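S3 HeLa stable clones carrying a lamin A-EGFP splicing minigene plus DsRed2 were seeded at 600 cells/well in Opti-MEM with 2% FBS, pin-dosed and incubated 48 h at 37°C. Acumen cytometry (488 nm) gave the GFP/RFP total-intensity ratio.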
KinaseGlo FLuc: blocks Kinase-Glo luciferase, a counter-screen artifact | Kinase-Glo luciferase, ATP luminescence, 8 min | hit rate 0.28% among 200,000 | Q27757 | Potency, µM (titrated, usually from 38.3 µM), inactives show at the top dose activity change, negative = inhibition, actives largely listed as inhibitors; also: potency is read from the fitted curve at half-maximal effect; % is scaled to controls: 0 for no effect and ±100 for the full control effect; nearly all actives have a fitted effect of over 60% in size
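Compounds were added to a substrate mix at pH 7.2 (50 mM imidazole, 10 uM ATP, within the enzyme's linear range), followed by Kinase-Glo detection reagent; luminescence was measured after 8 minutes at ambient temperature.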
* = called active by the depositor; ? = inconclusive; / = no result given; & = joins results of further samples; [ ] = dose if it differs, or a comment. Unless noted, calls follow the shape of the dose curve; as a rule, active = well fitted curve in the direction sought with a large enough effect; inconclusive = small, poorly fitted or top-dose-only effect, or another doubt; inactive = no such curve, though single readings can be large; an effect the other way counts as inactive or inconclusive.

1: C=CCn1c(COc2ccc(F)cc2)nnc1SCC(=O)c1c[nH]c2c(CC)cccc12
2: CN1/C(=C\C=C(/C#N)C(=O)Nc2ccccc2F)C(C)(C)c2ccccc21
3: COc1ccc(/C=C/C(=O)c2c(C)nc3ccccn23)cc1
4: CCOc1ccc(C2=C/C(=C/c3cccnc3)C(=O)O2)cc1
5: COC(=O)c1sccc1NC(=O)CSc1cc(Cl)ccc1Cl
6: CNC(=O)c1cc(C)c(-c2ccccc2)s1
7: Cc1ccccc1-c1cc(C(=O)Nc2nc3c(s2)CCCC3)c2ccccc2n1
8: O=C(c1cnccn1)N1CCC2(CCCN(c3cccc(-c4ccccc4)c3)C2)CC1
entry no. | 1 | 2 | 3 | 4 | 5 | 6 | 7 | 8
IMPase Li inh | -4% | -4% | 10%[38.3 µM] | 0% | -1%[38.3 µM] | -2% | 20%[38.3 µM] | 11%
SMN2 splice enh | -10% | 6% | 5% | 2% | -5% | ? | -17% | -41%[inhibitor]
HttQ103 aggreg | 5% | 16% | -22% | 4% | -9% | ? | -25% | /
CBFb RUNX1 block | 6% | 20% | -1% | 14% | 17% | -3% | -16% | /
HTT cytoprotect | -5%[10 µM] | 13%[10 µM] | -43%[inhibitor] | 17%[10 µM] | 13% | -8%[10 µM] | -1% | -81%[inhibitor]
Lamin A splicing | -2% | ? | ? | -9% | 13% | -6% | 6% | /
KinaseGlo FLuc | 0% | 0% | -4% | 7% | 0% | 2% | -2% | -1%

9: COc1ccc(NC(=O)C2CCCN2C(=O)OC(C)(C)C)cc1 (stereo not given)
10: Cc1cccc(C)c1NC(=O)c1sc(N)nc1-c1ccccc1
11: Cn1c(Cn2c(=O)sc3ccccc32)nnc1SCc1ccccc1F
12: Cc1cc(C(=O)OCC(=O)NCc2ccccc2)c(C)o1
13: C1CCN=C(Nc2nc3c(s2)CCCC3)CC1
14: Cc1ccc(-n2c(=O)[nH]c3c(oc4ccccc43)c2=O)cc1
15: CC(=O)c1cc(C#N)c(NCc2cc(-c3ccccc3)no2)nc1C
16: O=c1c2c([nH]c3ccccc13)C(=C1CCCC1)CC2
entry no. | 9 | 10 | 11 | 12 | 13 | 14 | 15 | 16
IMPase Li inh | 4% | 0% | 3%[38.3 µM] | 4% | 9% | -5% | ? | -5%[38.3 µM]
SMN2 splice enh | / | 5% | -5% | 16% | 10µM* | 9% | 5% | -25%
HttQ103 aggreg | 11%[9.22 µM] | 3% | -5% | 2% | -4% | ? | 9% | -23%
CBFb RUNX1 block | -2% | 0% | -1% | -3% | 2% | ? | -7% | ?
HTT cytoprotect | -7%[10 µM] | -32% | -21% | 7%[10 µM] | -13%[10 µM] | -45%[inhibitor] | -21% | -5%
Lamin A splicing | 5%[46 µM] | -8%[9.22 µM] | -8% | 20%[46 µM] | -8% | 1%[9.22 µM] | ? | ?
KinaseGlo FLuc | 2% | 0% | -2% | -1% | -1% | 1% | 1% | -3%

17: COC(=O)c1cccc(S(=O)(=O)N2CCC(NC(=O)NC34CC5CC(CC(C5)C3)C4)CC2)c1
18: Cn1c(N)c(C(=O)COC(=O)c2cc(S(=O)(=O)N3CCCCC3)ccc2Cl)c(=O)n(C)c1=O
19: CN(C)/C=N/c1nc2nccc(-c3cccs3)n2n1
20: CCOc1ccc(S(=O)(=O)Nc2ccccc2C(=O)NCc2ccco2)cc1
21: CCCCC1=CC2=CC(=O)C(C)(OC(=O)CC)C(=O)C2=CN1Cc1ccco1 (stereo not given)
22: O=C(CCN1C(=O)COc2ccccc21)N1CCCCC1
23: Cc1[nH]nc2c1C(c1ccc(-c3ccccc3C#N)o1)C(C#N)=C(N)O2 (stereo not given)
24: CCOC(=O)CC(=O)Nc1nnc(C(C)C)s1
entry no. | 17 | 18 | 19 | 20 | 21 | 22 | 23 | 24
IMPase Li inh | 12%[38.3 µM] | 8% | -22% | 7%[38.3 µM] | 4% | -15%[38.3 µM] | / | -20%[38.3 µM]
SMN2 splice enh | -14% | 0% | -21% | -6% | ? | -11% | / | -6%
HttQ103 aggreg | -16% | 1% | 3% | ? | 10%[9.22 µM] | -4% | -9% | 2%
CBFb RUNX1 block | -1% | -1% | 6% | 4% | 5%[13.1 µM] | 0% | 3% | 9%
HTT cytoprotect | -18%[10 µM] | 4%[10 µM] | 11%[10 µM] | -7% | -25%&-11%[10 µM] | -2% | -24%[10 µM] | -3%
Lamin A splicing | ? | ? | -4%[46 µM] | ? | 12%[9.22 µM] | -3% | -20% | ?
KinaseGlo FLuc | -4% | 1% | -2% | 0% | 0%[7.66 µM] | -4% | / | -1%

25: CCc1cccc2c1NC1(CCCC1)CC2C (stereo not given)
26: COc1cccc(NC(=O)C2CCN(Cc3cnn(-c4ccccc4)c3-n3cccc3)CC2)c1
27: CCCc1cc(SCC(=O)Nc2c(C)n(C)n(-c3ccccc3)c2=O)n2c(nc3ccccc32)c1C#N
28: O=C(COc1ccc(Cl)cc1)N1CCN(c2ccc([N+](=O)[O-])c(N3CCCCC3)c2)CC1
29: CSc1cccc(NC(=O)CN(C2CCCCC2)S(C)(=O)=O)c1
30: CCOC(=O)CN1C(=O)C(O)(CC(=O)c2ccccn2)c2ccccc21 (stereo not given)
31: COc1cc2c(cc1OC)C1=C(C#N)COCN1CC2
32: COc1ccc(NS(=O)(=O)c2ccc(S(=O)(=O)N3CCCC3)cc2)cc1
entry no. | 25 | 26 | 27 | 28 | 29 | 30 | 31 | 32
IMPase Li inh | / | 1%[38.3 µM] | -15%[38.3 µM] | -21% | 30%[activator][38.3 µM] | 1%[38.3 µM] | -4%[38.3 µM] | 18%[38.3 µM]
SMN2 splice enh | / | -33%[inhibitor] | -4% | -51%[inhibitor] | 2% | 0% | -25% | -45%[inhibitor]
HttQ103 aggreg | -9%[9.22 µM] | -27% | 54% | 1% | 7% | 13% | -12% | -23%
CBFb RUNX1 block | ? | -2% | 1% | ? | 2% | 0% | -2% | 1%
HTT cytoprotect | 16%[10 µM] | -91%[inhibitor] | 7%[10 µM] | -31%[10 µM] | -16%[0.074 µM] | 4% | -21%[10 µM] | 19%
Lamin A splicing | ? | ? | 3% | -22% | -13% | -5% | -4% | -24%
KinaseGlo FLuc | / | -2% | -3% | 4% | 2% | -1% | -2% | -5%

Record cards, from the list above:
Results for `CCOC(=O)CC(=O)Nc1nnc(C(C)C)s1` → IMPase Li inh: -20%[38.3 µM]; SMN2 splice enh: -6%; HttQ103 aggreg: 2%; CBFb RUNX1 block: 9%; HTT cytoprotect: -3%; Lamin A splicing: ?; KinaseGlo FLuc: -1%
Results for `Cn1c(Cn2c(=O)sc3ccccc32)nnc1SCc1ccccc1F` → IMPase Li inh: 3%[38.3 µM]; SMN2 splice enh: -5%; HttQ103 aggreg: -5%; CBFb RUNX1 block: -1%; HTT cytoprotect: -21%; Lamin A splicing: -8%; KinaseGlo FLuc: -2%

(listing goes on)
33: Nc1ccc(Oc2ccc(F)cc2)nc1
34: COc1ccc(C(=O)NNC2=Nc3cccc4cccc2c34)cc1
35: O=C(Nc1nc2ccccc2n1Cc1ccccc1)c1ccc(COc2ccccc2[N+](=O)[O-])o1
36: C=CCN(CC(=O)O)S(=O)(=O)c1ccccc1C(F)(F)F
37: CCc1cc(-c2n[nH]c(C)c2-c2nc3ccccc3n2C)c(O)c(CN2CCN(C)CC2)c1O
38: O=C(Oc1ccc(NC2=NS(=O)(=O)c3ccccc32)cc1)c1cccnc1
39: CCC(=O)Nc1ccc(C(=O)OCC(=O)c2ccc(C)c([N+](=O)[O-])c2)cc1
40: Cc1nc2ncnn2c(N2CCN(C(c3ccccc3)c3ccccc3)CC2)c1C
entry no. | 33 | 34 | 35 | 36 | 37 | 38 | 39 | 40
IMPase Li inh | / | 5% | 3%[38.3 µM] | 3% | 3%[38.3 µM] | 0% | -5%[38.3 µM] | 0%[38.3 µM]
SMN2 splice enh | / | -7% | 45% | -1% | 7% | 12% | -2% | 2%
HttQ103 aggreg | 8%[9.22 µM] | 0% | -7% | 18% | 18% | -6% | -6% | -28%
CBFb RUNX1 block | 13% | -13% | 10% | 2% | -10% | 2% | -3% | -5%
HTT cytoprotect | 28%[10 µM] | -8% | -90%[inhibitor] | -21% | -12% | -3% | 7% | -29%
Lamin A splicing | / | -4%[46 µM] | -8% | ? | 8% | 19%[9.22 µM] | 12% | ?
KinaseGlo FLuc | / | 1% | -2% | 2% | -1% | -1% | -3% | 2%

41: N#Cc1ccc(CSc2nnc(NC(=O)C3CCCO3)s2)cc1 (stereo not given)
42: Cc1ccc(Cn2cnc3ccccc32)cc1C
43: O=c1nc(Nc2ccc(Br)cc2)sc2ccc([N+](=O)[O-])cc12
44: C[C@@H]1NC(=O)c2cc([N+](=O)[O-])cc(I)c2NCC[C@@H](C(N)=O)NC(=O)[C@H](CC(N)=O)NC1=O
45: CC(C)NCCOCCOc1ccc(Cl)cc1Br
46: CCCNC(=S)Nc1ccc(S(N)(=O)=O)cc1
47: COc1ccc(NS(=O)(=O)c2cc(NC(=O)c3nn(C)c(=O)c4ccccc34)ccc2OC)cc1
48: COc1ccc(N2CCN(S(=O)(=O)c3cccc(C(F)(F)F)c3)CC2)cc1
49: CS(=O)(=O)N1CCN(CC(=O)NC2CCCCC2)CC1
50: COc1cc(CNc2ccc(CNc3ncn[nH]3)cc2)ccc1OCC(=O)NC(C)(C)C
51: O=C(COC(=O)/C=C/c1cnc2ccccc2n1)NCC(F)(F)F
entry no. | 41 | 42 | 43 | 44 | 45 | 46 | 47 | 48 | 49 | 50 | 51
IMPase Li inh | -17%[38.3 µM] | 5% | / | -6% | 8% | / | 1% | 10%[38.3 µM] | -2% | -5% | 20%[38.3 µM]
SMN2 splice enh | -15% | -7% | / | -10% | 0% | / | ? | -21% | / | -62%[inhibitor] | 1%
HttQ103 aggreg | -16% | ? | 12%[9.22 µM] | -13% | -23% | -22% | 8% | 2% | 8%[9.22 µM] | -22% | -6%
CBFb RUNX1 block | -2% | 1% | 10% | 2%[2.36 µM] | 7% | 18% | -20% | 0% | 4% | -2% | 4%
HTT cytoprotect | -14%[10 µM] | ? | 17%[10 µM] | / | 0%[0.074 µM] | -8% | -40%[inhibitor] | 17%[10 µM] | -4%[10 µM] | / | -1%
Lamin A splicing | 9% | ? | / | -8% | 3% | / | ? | 2% | -4%[46 µM] | ? | 5%
KinaseGlo FLuc | 16% | -1% | / | -2% | 0% | / | -2% | 1% | -6% | -1% | -5%

Source: PubChem (National Center for Advancing Translational Sciences (NCATS))
